KLK7 zymogen act = activators of human kallikrein-7 zymogen. P49862. purified proKLK7, EDANS-DABCYL substrate fluorescence; 100% is mature enzyme control, 0% vehicle. activation, % at 7 µM. 0.9% of 370,000 active;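 active = activation above the mean of all tested compounds plus 3 SD, computed per campaign excluding outliers beyond control limits, cut at about 13% in these data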
Target sequence (P49862 whole entry, looked up): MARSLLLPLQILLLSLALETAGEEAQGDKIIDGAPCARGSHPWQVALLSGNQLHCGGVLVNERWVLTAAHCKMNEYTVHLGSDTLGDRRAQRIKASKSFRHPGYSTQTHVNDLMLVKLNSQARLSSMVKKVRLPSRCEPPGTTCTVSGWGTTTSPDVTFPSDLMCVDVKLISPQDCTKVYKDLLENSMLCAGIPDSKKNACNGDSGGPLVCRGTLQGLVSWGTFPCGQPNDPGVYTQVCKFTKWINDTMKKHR
UHRF1 MBD2 ctr = blocks human UHRF1 binding to methylated DNA; UHRF1 binding to methylated oligo, TR-FRET; 0.75% of 370,000 active; Q96T88; inhibition, % at 4.4 µM; in the data active = inhibition above about 21%;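 note: UHRF1 SRA domain binding a hemimethylated CpG hairpin DNA probe; 0% = median of test compound wells and 100% = reference inhibitor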
Target sequence (Q96T88 whole entry, looked up, the tested form may be a part): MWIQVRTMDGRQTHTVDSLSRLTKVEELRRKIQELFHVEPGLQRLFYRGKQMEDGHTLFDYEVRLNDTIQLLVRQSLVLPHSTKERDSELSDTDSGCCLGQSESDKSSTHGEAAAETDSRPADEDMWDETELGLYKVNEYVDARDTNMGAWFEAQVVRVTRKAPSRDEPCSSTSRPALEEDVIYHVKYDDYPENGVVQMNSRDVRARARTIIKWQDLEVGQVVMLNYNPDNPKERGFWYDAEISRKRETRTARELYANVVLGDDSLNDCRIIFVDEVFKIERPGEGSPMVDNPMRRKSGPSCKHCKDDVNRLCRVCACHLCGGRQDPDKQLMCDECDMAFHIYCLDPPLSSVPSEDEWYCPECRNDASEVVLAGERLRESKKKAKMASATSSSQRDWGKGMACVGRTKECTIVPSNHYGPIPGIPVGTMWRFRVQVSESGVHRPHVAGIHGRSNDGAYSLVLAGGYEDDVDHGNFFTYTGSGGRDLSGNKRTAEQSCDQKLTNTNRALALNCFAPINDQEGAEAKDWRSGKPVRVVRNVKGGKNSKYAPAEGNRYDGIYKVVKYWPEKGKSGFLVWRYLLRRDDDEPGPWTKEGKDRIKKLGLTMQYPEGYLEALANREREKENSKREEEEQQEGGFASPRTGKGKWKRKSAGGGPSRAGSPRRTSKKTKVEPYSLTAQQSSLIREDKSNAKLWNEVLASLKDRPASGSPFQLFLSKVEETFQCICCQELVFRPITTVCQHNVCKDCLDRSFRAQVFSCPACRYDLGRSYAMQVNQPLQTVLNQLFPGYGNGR
PLCg1 inh = blocks human PLC-gamma1 enzyme activity | P19174 | AID 720700 | inhibition, % at 12.2 µM | 0.84% of 370,000 active | purified PLC-gamma1, fluorogenic substrate, fluorescence; in the data active = inhibition above about 9.5%
DDE Tn7 FP inh = disrupts Tn7 cyclic peptide binding to fibrin D-Dimer-E complex; FP displacement of FITC-Tn7 peptide from fibrin DD(E); 0% = median of compound wells per plate; inhibition, % at 8.3 µM; 0.13% of 370,000 active;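 active = inhibition above the mean of compounds falling within the control limits plus 3 SD of them, cut at about 14% in these data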;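 note: 0% = plate median of compound wells and 100% = 10 µM Aha-Tn7 peptide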
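Measure: % inhibition scaled between sample-field median and high-control FP; Test system: human fibrin DD(E); Quantity: 2 µM final DD(E) protein; Doses: one dose, 8.3 µM nominal; Schedule: compound with protein 10 min, then 3 h after probe, room temperature; Detection: fluorescence polarization; Medium: Tris buffer with calcium and detergent, pH 7.8.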
PLC-beta3 inh = blocks human PLC-beta3 enzyme activity; inhibition, % at 12.2 µM; Q01970; AID 720704; 0.18% of 370,000 active; Purified PLC-beta3, fluorogenic substrate, fluorescence; in the data active = inhibition above about 11%;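 note: 0% = median of compound wells on plate and 100% = full blocker control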
Tn6 DDE FP = disrupts Tn6 cyclic peptide binding to fibrin D-Dimer-E complex; Fibrin DD(E) TRITC-Tn6 fluorescence polarization displacement; 0.21% of 370,000 active; P02675; inhibition, % at 8.3 µM; AID 720509;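 active = inhibition above a per-campaign cutoff: mean of compounds within control limits plus 3 SD, cut at about 15% in these data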;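 note: 0% = median of all compound wells on the plate and 100% = blocking peptide control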
sPLA2-III inh = Blocks human group III sPLA2 activity | Q9NZ20 | QFRET BODIPY PC-A2 liposome hydrolysis, fluorescence | inhibition, % at 12.2 µM | 0.56% of 370,000 active;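 active = inhibition above mean plus 3 SD of compounds lying within the high and low control bounds, cut at about 19% in these data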;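 note: 0% = median of test compound wells and 100% = no enzyme DMSO wells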
ASAP1 GAP inh = blocks human ASAP1-stimulated Arf1 GTP hydrolysis; AID 624377; 0.19% of 360,000 active; inhibition, % at 16.5 µM; GDP FP detection; Q9ULH1; in the data active = inhibition above about 25%;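 note: 0% = vehicle with enzyme and substrate and 100% = no enzyme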
ARFGAP1 inh = inhibitors of rat ARFGAP1; Q62848; Arfgap1-stimulated ARF1 GTP hydrolysis, GDP FP detection; inhibition, % at 16.5 µM; 0.26% of 360,000 active; AID 651572;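 active = inhibition above a per-plate limit, mean inhibition of low control wells plus 3 SD, cut at about 25% in these data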;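 note: 0% = DMSO wells with enzyme and 100% = wells lacking Arfgap1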
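Material – truncated rat Arfgap1 GAP domain · Buffer or medium – HEPES-based buffer, pH 7.5 · Reagent – human ARF1(Δ1-17)-GTP substrate · Dosing – 16.5 µM single point, 1.26% DMSO · Schedule – GTP hydrolysis reaction 2 h at 25 °C · Technique – GDP detection by fluorescence polarization · Benchmarks – No-Arfgap1 wells (100%) versus DMSO full-reaction wells (0%) · Repeats – single replicate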
NR1D1 modulator = modulators of human Rev-erb alpha DNA binding; Rev-erbα–FITC-DNA binding, fluorescence polarization, 90 min; activity, % at 10 µM; 0.79% of 370,000 active;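 active = activity above about 14%, limit read from the data; passing the limit was not always enough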;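 note: 0% = DMSO wells with 35 nM protein and 100% = DMSO wells with 750 nM protein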
Active calls of the source: *; nt = no result given.

SMILES	KLK7 zymogen act	UHRF1 MBD2 ctr	PLCg1 inh	DDE Tn7 FP inh	PLC-beta3 inh	Tn6 DDE FP	sPLA2-III inh	ASAP1 GAP inh	ARFGAP1 inh	NR1D1 modulator
C=CCN=c1scc(-c2ccc(F)cc2)n1/N=C/c1ccccn1	-1.4	1.8	-38.9	-0.5	-40.9	4.2	5.1	-11.3	0.5	0.7
CCCCN(CCCC)C1=Nc2ccccc2N/C1=C(/C#N)C(=O)OCC	2.1	-2.5	-47.2	0.7	-51.8	3.1	1.9	0.8	-0.2	1.8
COc1ccc(/C=C/C(=O)Nc2ccccc2)cc1S(=O)(=O)N1CCOCC1	0.5	-1.1	7.8	-6.7	-1.7	6.6	0.1	4.2	10.6	3.7
Oc1ccc2ccccc2c1-c1sc(Nc2ccccc2)n[n+]1-c1ccc(F)cc1	-1.4	5.8	1.4	-2.0	1.6	-1.6	-8.6	12.9	11.3	9.9
CCCCOc1ccc(N=Cc2cccs2)cc1	0.1	2.3	0.3	2.9	2.5	2.5	1.8	-9.6	0.2	-5.4
COc1ccc(OCCn2c(=N)n(CCO)c3ccccc32)cc1	-0.6	-2.9	4.8	0.6	-0.6	7.2	7.7	-7.0	6.1	6.2
COc1ccc(CN2CCC(N3CCC(C(=O)N4CCOCC4)CC3)CC2)c(F)c1	-0.7	0.1	-1.9	2.0	-2.6	-7.8	1.1	-5.9	5.7	3.7
CCCCN(C(=O)CCCc1nc2ccccc2s1)c1c(N)n(CC(C)C)c(=O)[nH]c1=O	0.0	3.2	-0.2	-0.6	-7.4	1.9	12.4	-15.8	7.8	2.0
COc1cccc(CNC(=O)CSc2ccc(-c3ccccn3)nn2)c1	0.5	-0.1	2.3	0.0	-5.6	0.7	5.6	16.9	2.8	-1.8
CC1NC(=O)c2cccnc2-n2c1nc1ccccc1c2=O (stereo unspecified)	-0.3	-3.1	-0.1	-8.2	1.7	-8.5	1.3	7.8	2.2	-0.9
CCN(CC)CCCNC(=O)c1sc2ncn(CC(=O)Nc3ccc(C)c(Cl)c3)c(=O)c2c1C	0.1	-0.4	-0.9	-3.1	-0.9	2.7	-12.8	10.9	2.6	-1.2
Cc1ccccc1NC(=O)Nc1ccc(C(F)(F)F)cc1	0.8	4.5	12.7*	-3.5	12.0*	-8.7	4.5	9.3	3.0	3.1
COc1cc(C)c(Cl)cc1S(=O)(=O)NCc1ccco1	0.3	-1.3	2.2	2.6	-0.3	-6.7	-13.1	-3.4	13.4	-5.4
COc1ccccc1C(=O)N1CCN(C(=O)[C@H]2O[C@@H](n3ccc(N)nc3=O)[C@H](O)[C@@H]2O)CC1	-0.8	-1.4	-0.2	3.6	2.9	1.7	5.9	5.3	0.9	0.4
Cn1nc(C(F)(F)F)c(-c2ccccc2)c1N	-0.2	-1.1	1.5	-2.4	-5.9	-2.0	1.3	7.5	6.4	3.7
Cc1cc(CNC[C@H]2O[C@@H](n3ccc(N)nc3=O)[C@H](O)[C@@H]2O)no1	-0.1	2.0	-0.6	6.9	-2.4	5.3	12.2	5.2	3.2	-6.1
O=C(CN1CCN(C(=O)C2CCCO2)CC1)Nc1ccc(Cl)cc1 (stereo unspecified)	-0.8	0.0	2.6	6.7	-3.7	-8.5	-0.3	8.4	18.4	0.1
Cc1c(Cl)cnc(NC(=O)COC(=O)Cc2coc3ccc4ccccc4c23)c1Cl	-5.7	2.7	-5.8	-3.5	-16.7	-12.1	-24.3	10.2	3.5	-0.9
Cc1cc(C)cc(N(CC(=O)NCC2CCCO2)C(=O)CCC(=O)Nc2nccs2)c1 (stereo unspecified)	-0.3	8.3	1.1	-0.8	-11.2	-9.8	11.6	0.3	11.4	3.2
Cc1cc(N2CCC(C)CC2)nc2cccc(O)c12	-1.4	-2.2	-14.1	1.9	-12.4	-7.7	2.1	-4.8	0.9	-1.3
COC(=O)c1ccccc1NC(=O)Nc1cnccn1	0.5	-0.3	-1.4	5.4	2.7	-4.2	-2.1	-9.8	-5.1	-2.9
CCOC(=O)C1CCCN(C(=O)c2cc(CN3C(=O)c4ccccc4C3=O)ccc2OC)C1 (stereo unspecified)	0.1	-3.8	0.7	3.0	-2.6	1.2	-8.9	0.9	-1.0	1.1
COc1cccc(NC(=O)CNC(=O)Cn2cnc3sc4c(c3c2=O)CCCC4)c1	0.9	-2.2	2.4	-1.0	-3.9	6.7	-20.0	-4.3	-8.8	7.3
CCc1nc2ccc(C(=O)Nc3cccc(NS(C)(=O)=O)c3)cn2c1N(C)CCN1CCOCC1	0.5	-0.3	-0.3	2.4	-1.8	-1.5	-1.3	2.7	4.1	0.0
COc1ccc(CNC(=O)c2cn(Cc3ccc(S(=O)(=O)N(C)C)cc3)c(=O)s2)cc1	-0.2	0.8	-2.3	-5.6	-4.3	5.1	-9.3	10.5	7.8	-5.5
Cc1cccc(C)c1NC(=O)C1(C)CSCC(=O)N1CCCN1CCOCC1 (stereo unspecified)	0.6	-1.6	-1.1	11.8	3.6	2.6	-0.3	-11.5	9.2	3.8
CC1CC(C(F)(F)F)n2ncc(C(=O)O)c2N1 (stereo unspecified)	-0.3	0.4	2.5	-1.4	2.3	-1.9	2.4	5.6	-5.5	0.3
c1ccc2c(c1)nnn2Cc1nnc2sc(-c3ccncc3)nn12	0.6	-3.2	0.2	-5.1	0.7	-3.3	0.8	-3.8	-10.8	-2.9
CC1CC(C)CN(S(=O)(=O)c2cc3c(cc2Cl)NC(=O)CO3)C1 (stereo unspecified)	0.5	0.9	0.2	-5.0	4.8	0.1	-8.2	-6.1	5.0	1.5
CCC(C(=O)NC(C)(C)C)n1c(-c2ccccc2)nc2ccccc21 (stereo unspecified)	0.1	-0.9	-1.8	1.2	0.5	3.5	4.0	-6.9	4.7	5.5

An excerpt from above with just KLK7 zymogen act:
Compound,KLK7 zymogen act
Cc1cccc(C)c1NC(=O)C1(C)CSCC(=O)N1CCCN1CCOCC1 (stereo unspecified),0.6
CC1CC(C(F)(F)F)n2ncc(C(=O)O)c2N1 (stereo unspecified),-0.3
c1ccc2c(c1)nnn2Cc1nnc2sc(-c3ccncc3)nn12,0.6

New compounds follow.
SMILES	KLK7 zymogen act	UHRF1 MBD2 ctr	PLCg1 inh	DDE Tn7 FP inh	PLC-beta3 inh	Tn6 DDE FP	sPLA2-III inh	ASAP1 GAP inh	ARFGAP1 inh	NR1D1 modulator
COc1cc(OC)cc(C(=O)NC(C(=O)NCc2ccccn2)C(C)C)c1 (stereo unspecified)	0.3	-2.2	3.5	-4.2	-8.3	-4.5	7.7	0.9	-1.1	-2.0
CCCCNC(=O)NS(=O)(=O)c1ccc(NC(=O)CSc2nnc(-c3cccs3)n2-c2ccc(OC)cc2)cc1	0.0	0.0	2.1	-3.9	2.6	-0.9	-35.0	nt	nt	-4.4
O=C(Cc1ccc(F)cc1)Nc1nc(-c2ccc(F)cc2)cs1	-0.6	2.2	0.4	3.7	-4.3	2.8	-1.7	-7.9	3.4	-4.0
COC(=O)c1cc(NC(C)=O)ccc1N1CCOCC1	-0.4	-2.5	0.5	5.6	-7.0	0.3	3.0	0.9	-6.9	-1.1
COc1cccc(CNC(=O)CCC2CCCN(C(=O)CCC(F)(F)F)C2)c1 (stereo unspecified)	-0.6	2.2	2.5	4.3	-4.2	5.6	-1.1	4.4	-5.5	-3.0
COc1cccc(OC)c1C(=O)Nc1ccc([N+](=O)[O-])cn1	-0.2	3.6	0.1	1.2	4.0	6.3	14.8	-0.1	11.6	-3.5
O=C(COC(=O)CNC(=O)c1ccccc1F)NCC(F)(F)F	-0.1	-2.4	0.8	-5.9	-2.9	-0.4	1.0	-0.3	0.7	nt
CC(C)C[C@H](NC(=O)c1ccccc1)C(=O)N1CCC[C@H]1C(=O)NCc1ccccc1	0.5	3.8	0.7	3.0	-0.5	8.3	15.6	2.0	-1.3	0.9
COc1cc(CN2CCCCCC2)cc(OC)c1OC	-0.1	1.1	-2.6	6.9	-4.9	6.7	0.1	8.0	-15.4	-0.9
O=C(Nc1ccc(C(F)(F)F)cn1)Nc1cccs1	-0.5	0.2	1.4	-0.2	-5.1	0.5	3.8	4.7	-1.0	-0.7
O=C(COC(=O)/C=C/c1ccccc1)NCC1CCCO1 (stereo unspecified)	-0.3	0.8	2.3	-1.6	3.7	-4.7	2.5	-9.6	-5.2	-1.2
C/C(N)=C(/C#N)C(=O)CSc1nc2cc(Cl)ccc2c(=O)n1Cc1ccco1	-0.3	6.5	-1.4	-6.5	-14.5	-0.8	3.2	8.9	3.5	5.5
Cc1cnc(CN(C)Cc2c(C(=O)N3CCCCCCC3)nc3ccc(Cl)cn23)[nH]1	0.1	-0.8	0.8	0.7	-6.2	-0.6	0.9	-11.5	-3.9	-0.8
O=C(Nc1ccccn1)C1CCN(C(=O)Nc2ccccc2)CC1	-0.8	-0.1	-1.3	3.9	-6.4	-3.8	1.8	-9.9	-4.1	2.0
O=C(CCC(=O)N1CCSc2ccccc21)Nc1cccc(F)c1	0.0	0.7	3.6	5.3	1.7	-0.9	2.8	-3.8	-9.9	7.4
ON=Cc1cccn1-c1ccccc1	0.2	2.5	0.4	-0.8	-0.2	3.8	4.0	7.2	-13.9	-2.2
COc1cc(/C=N/N2CCN(Cc3ccccc3)CC2)cc(OC)c1OC(C)=O	-0.8	0.6	4.3	3.8	-7.2	-1.2	-2.5	8.0	-6.7	0.3
COC(=O)c1ccccc1NC(=O)CSc1nncn1C	0.2	-0.1	0.4	2.4	-6.0	-5.7	1.1	-0.8	3.7	-10.9
Cc1nc2ccc(C(=O)N3CCN(C(=O)OCc4ccccc4)CC3)cc2n1C1CCCC1	-0.1	-1.1	2.5	9.5	-3.6	-3.5	2.6	nt	nt	-4.7
CCCCN(C1CCS(=O)(=O)C1)S(=O)(=O)c1cccs1 (stereo unspecified)	0.6	0.5	0.8	2.0	-1.5	-0.8	-4.4	-6.0	0.5	5.3
CC(C)Oc1ccc(C(=O)O)cc1	0.3	7.3	8.1	3.0	-5.6	-11.2	14.5	-9.3	12.4	1.2
CCCC[C@H]1COCCS(=O)(=O)N1Cc1cccc(Cl)c1	0.0	7.3	2.7	-3.8	-1.3	3.1	6.0	3.2	11.6	-2.8

2 neighbouring entries already listed, for reference:
SMILES	KLK7 zymogen act	UHRF1 MBD2 ctr	PLCg1 inh	DDE Tn7 FP inh	PLC-beta3 inh	Tn6 DDE FP	sPLA2-III inh	ASAP1 GAP inh	ARFGAP1 inh	NR1D1 modulator
CC(C)Oc1ccc(C(=O)O)cc1	0.3	7.3	8.1	3.0	-5.6	-11.2	14.5	-9.3	12.4	1.2
CCCC[C@H]1COCCS(=O)(=O)N1Cc1cccc(Cl)c1	0.0	7.3	2.7	-3.8	-1.3	3.1	6.0	3.2	11.6	-2.8
